GPR55 LPI antagonism – inhibition of LPI-stimulated GPR55 beta-arrestin translocation – imaging, U2OS, beta-arrestin-GFP, LPI agonist, primary screen (AID 2013); U2OS GPR55 beta-arrestin-GFP translocation imaging, LPI antagonism; higher % means a stronger effect; one-dose inhibition, % at 10 µM; IC50 in µM for titrated hits; 0.13% of 290,000 active;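 active = spots per cell inhibited over 60%, with over 100 cells counted and total cytoplasm intensity under 500,000; inconclusive = wells with under 100 cells, flagged as likely toxic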;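 note: U2OS cells stably carrying GPR55 and arrestin-GFP stimulated by 5 µM LPI near EC80; imaged beta-arrestin-GFP aggregate spots per cell after agonist stimulation; plate controls were LPI-stimulated DMSO wells for no effect and DMSO wells without LPI for full effect; some results filed as inactive read as strong as hits; confirmed hits need IC50 under 10 µM and bright autofluorescent wells are also inconclusive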
T cell HTS – T cell immune modulators affecting CD8 T cell-vesicle binding. 2C CD8+ T cell-vesicle binding, flow cytometry; active compounds read low. calls only at 7 µM. 0.068% of 330,000 active;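 active = response, share of CD8 T cells binding vesicles, and their 90th percentile fluorescence all below set limits, cut at about 80% in these data, passing the limit was not always enough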
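incubation = binding step 1.5 h, 37 °C, antibody labelling 20 min, ice | test system = 2C mouse CD8+ T cells | read-out basis = percent CD8+ FL2 mean versus row control | controls = Peptide-free naked vesicles (low) and QL9 vesicles with 0.7% DMSO vehicle (high) | detection = flow cytometry of vesicle-bound cells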
West Nile antiviral – West Nile virus antiviral activity, cell-based, CPE readout (AID 1621) | West Nile virus-infected cells, CPE inhibition; higher % means a stronger effect | one-dose CPE inhibition, % at 10 µM; IC50 in µM for titrated hits | 0.02% of 290,000 active; in the data active = a potency from the dose series; inconclusive = CPE inhibition mostly from about 3.7% at the one dose, without a potency; inactive = the rest, 99 in 100 with CPE inhibition below about 2.2%; note: strong numbers were not always called active
GPR35 arrestin U2OS – GPR35 antagonists blocking zaprinast-driven arrestin recruitment, primary screen, imaging, U2OS, beta-arrestin-GFP, zaprinast agonist (AID 2058). U2OS GPR35 beta-arrestin-GFP translocation imaging, zaprinast antagonism; higher % means a stronger effect. inhibition, % at 10 µM, or IC50 in µM where a hit was titrated. 0.052% of 290,000 active;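 active = inhibition of at least 50% with at least 30 cells and total cytoplasm GFP at most 10,000,000; inconclusive = under 30 cells or total GFP of 10,000,000 plus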
GPR55 beta-arrestin – selective activators of receptor GPR55 – imaging, U2OS cells, beta-arrestin-GFP redistribution, primary screen (AID 1961) | U2OS GPR55 beta-arrestin-GFP redistribution imaging; higher % means a stronger effect | activation, % at 10 µM; hits with a dose series show EC50 in µM | 0.048% of 290,000 active;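 active = activation above 40% with more than 50 cells counted in the well; inconclusive = wells holding fewer than 50 cells, flagged as toxic or sparse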;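 note: U2OS osteosarcoma cells stably expressing GPR55 and beta-arrestin-GFP; plate controls were DMSO negative control for no effect and LPI positive control for full effect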
Salmonella PhoP GFP – PhoP-dependent GFP reporter repression – Salmonella Typhimurium, primary screen (AID 1863); 0.16% of 300,000 active; S. Typhimurium PhoP-regulated promoter GFP reporter, 4 h; higher % means a stronger effect; one-dose inhibition, % at 50 µM; IC50 in µM for titrated hits;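 active = inhibition over 29.93%, a cutoff 3 SD above the screen mean, later confirmed by dose response; inconclusive = inhibition over 29.93% but no dose response follow-up; inactive = inhibition at most 29.93% or unconfirmed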;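 note: 0% = low Mg2+ inducing control and 100% = high Mg2+ repressing control; strong numbers were not always called active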
KOR beta-arrestin-1 – KOR antagonists, beta-arrestin recruitment, cell-based, luminescence, uHTS (AID 1778); inhibition, % at 10 µM; hits with a dose series show IC50 in µM; KOR beta-arrestin recruitment, luminescence, antagonist mode; higher % means a stronger effect; 0.091% of 290,000 active; in the data active = inhibition above about 50%; note: strong numbers were not always called active
NTR1 agonist – agonists of NTR1, primary screen, imaging, U2OS cells, beta-arrestin-GFP, high content (AID 493036). 0.17% of 330,000 active. NTR1-U2OS beta-arrestin-GFP spot imaging, agonist mode. activation, % at 20 µM. P30989;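 active = activation at or above 40% of the spot to cytoplasm intensity ratio, with at least 20 cells analyzed; inconclusive = wells under 20 cells, flagged as cytotoxic or low count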;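 note: 0% = DMSO without peptide and 100% = 100 nM NTR1 peptide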
Target sequence (P30989 whole entry, looked up): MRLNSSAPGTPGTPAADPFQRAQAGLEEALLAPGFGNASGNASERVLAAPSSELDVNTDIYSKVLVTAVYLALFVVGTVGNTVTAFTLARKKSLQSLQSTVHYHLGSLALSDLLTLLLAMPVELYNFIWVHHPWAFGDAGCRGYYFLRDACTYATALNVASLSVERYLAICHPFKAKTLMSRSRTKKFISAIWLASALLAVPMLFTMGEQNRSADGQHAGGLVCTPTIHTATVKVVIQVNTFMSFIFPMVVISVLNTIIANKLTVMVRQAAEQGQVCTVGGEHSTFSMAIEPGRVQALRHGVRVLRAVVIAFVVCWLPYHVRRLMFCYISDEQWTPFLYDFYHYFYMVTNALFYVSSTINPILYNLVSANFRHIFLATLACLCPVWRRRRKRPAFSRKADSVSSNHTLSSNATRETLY
KOR beta-arrestin-2 – kappa opioid receptor activators – cell-based, luminescence, uHTS, primary screen (AID 1777). 0.02% of 280,000 active. activation, % at 10 µM, or EC50 in µM where a hit was titrated. KOR beta-arrestin recruitment, luminescence; higher % means a stronger effect; in the data active = activation above about 50%, passing the limit was not always enough; note: a part of the inactive calls stands beside numbers as strong as those of hits
T cell HTS vesicle-bound % – second read-out of T cell HTS, no call of its own (marks repeat the call); double positive events, %; measured here: CD8+ vesicle-bound cell fraction;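 binding gate set so that unloaded-vesicle control wells show 10% double positive cells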
NTR1 agonist cell count 20 µM – further read-out of NTR1 agonist, marked with its call; cell count; measured here: cell count, cytotoxicity flag
Active calls of the source: *; i = inactive; ? = inconclusive; · = no result given.

SMILES	GPR55 LPI antagonism	T cell HTS	T cell HTS vesicle-bound %	West Nile antiviral	GPR35 arrestin U2OS	GPR55 beta-arrestin	Salmonella PhoP GFP	KOR beta-arrestin-1	NTR1 agonist	NTR1 agonist cell count 20 µM	KOR beta-arrestin-2
c1ccc(Cc2c[nH]c3ccccc23)cc1	3%	i	47	0.4%	3%	-0.2%	-3%	-2%	-0.3	68	11%
Cc1ccccc1CN1CCN(C(=O)c2cc(-c3ccncc3)nc3ccccc23)CC1	0%	i	61	-0.6%	-8%	0.0%	-1%	17%	2.5	60	0.1%
O=C(COc1ccc([N+](=O)[O-])cc1)Nn1cnnc1	12%	i	44	0.7%	11%	1.4%	-1%	14%	-1.8	99	-2.8%
CCOC(=O)C1CCN(C(=O)NC23CC4CC(CC(C4)C2)C3)CC1	-9%	i	4	0.7%	32%	0.1%	-5%	-38%	1.0	39	-1.2%
Cc1ccc(-n2c(C)nnc2SCC(=O)NC2CC2)cc1	-16%	i	20	-0.2%	2%	0.3%	-8%	-17%	-1.1	50	5.4%
COc1ccc(C2CC(c3ccc4ccccc4c3)=NN2C(=O)CN2CCC(C(N)=O)CC2)cc1 (stereo unspecified)	7%	i	53	-0.9%	4%	0.1%	-8%	-17%	2.9	80	16%
COc1ccc2cc(C(c3nnnn3CC3CCCO3)N3CCOCC3)c(=O)[nH]c2c1 (stereo unspecified)	4%	i	56	0.4%	-9%	-0.2%	-4%	9%	2.1	72	·
Cc1cc(N2C(=O)C(O)=C(C(=O)c3cc4ccccc4o3)C2c2ccc(Cl)cc2)no1 (stereo unspecified)	6%	i	17	0.5%	-14%	-0.2%	-6%	-4%	0.0	65	16%
O=C(Nc1nccs1)c1nc(-c2ccccc2)n(-c2ccccc2)n1	-14%	i	15	-0.8%	0%	0.3%	-5%	20%	2.3	73	-2.8%
O=c1nc(Nc2ccccc2)oc2ccccc12	1%	i	48	-0.5%	47%	0.3%	6%	13%	0.3	40	-0.9%
CCN(CC)CCNC(=O)c1ccc(NC(=O)c2cc(-c3ccco3)nc3ccccc23)cc1	15%	i	63	-1.2%	4%	0.3%	-5%	13%	3.2	72	-2.4%
O=C(Cc1ccc(Cl)cc1)Nc1ccc(-c2cc3ccccc3oc2=O)c(Cl)c1	-1%	i	5	-1.6%	11%	0.2%	-3%	-20%	1.8	46	-1.6%
O=C(C1CC1)N1CCN(c2ccnc3cc(Cl)ccc23)CC1	11%	i	34	-0.4%	-25%	-0.3%	-5%	-16%	-1.5	96	0.5%
Cc1cc(=O)n2[nH]c(NCc3ccccc3F)nc2n1	-4%	i	27	0.3%	3%	-0.4%	3%	6%	2.0	50	-4.6%
COc1ccc(Oc2ccc(-c3ccn[nH]3)cc2)cc1	-4%	i	25	0.2%	-10%	0.3%	4%	-26%	0.6	48	0.5%
COc1ccc(S(=O)(=O)N2CCOC2CNC(=O)C(=O)NCCCN2CCOCC2)cc1 (stereo unspecified)	5%	i	13	-0.3%	-3%	0.0%	-2%	6%	0.6	72	5.9%
Cc1ccccc1CN1CCCC(C(=O)N2CCCCC2)C1 (stereo unspecified)	5%	i	21	-0.7%	2%	0.0%	18%	-1%	-0.7	92	-3.2%
COc1ccc(/C=C(\NC(=O)c2ccc(OC)cc2)C(=O)Nc2ccc(C(=O)O)cc2)cc1	-1%	i	19	0.1%	-3%	-0.2%	-11%	-19%	1.3	45	1.5%
O=C(Nc1cccc(Oc2ccc(C(=O)O)c(C(=O)O)c2)c1)c1ccc(-c2ccccc2)cc1	10%	i	36	0.4%	11%	0.7%	-5%	-49%	3.3	43	2.4%
Cn1cnnc1SCC(=O)Nc1ccc(F)cc1F	7%	i	41	0.2%	7%	0.3%	0%	-16%	-0.8	31	-4.4%
OCC1(Cc2cccc(Cl)c2)CCCN(Cc2cn[nH]c2C2CCCCC2)C1 (stereo unspecified)	-2%	i	20	-0.8%	9%	0.3%	·	6%	0.2	64	·
Cc1ccc(-c2cc(C(F)F)nc(NCc3cccs3)n2)cc1	-2%	i	67	-1.0%	-2%	-0.3%	0%	-10%	21	60	3.3%
Cc1cnc(NC(=O)CSc2nnc(CNc3ccc(F)cc3)n2CC2CCCO2)s1 (stereo unspecified)	-3%	i	9	·	19%	0.0%	-11%	-12%	1.8	71	4.2%
NC(=O)CSc1oc(-c2ccc(F)cc2)nc1S(=O)(=O)c1ccccc1	6%	i	54	-0.3%	-10%	-0.1%	6%	6%	-3.1	92	1.5%
Cc1ccccc1-c1noc(C(C)NC(=O)c2ccco2)n1 (stereo unspecified)	-3%	i	50	0.2%	2%	-0.2%	6%	-8%	-0.8	47	-2.8%

Shown with bars between the fields: three of the compounds above.
SMILES | GPR55 LPI antagonism | T cell HTS | T cell HTS vesicle-bound % | West Nile antiviral | GPR35 arrestin U2OS | GPR55 beta-arrestin | Salmonella PhoP GFP | KOR beta-arrestin-1 | NTR1 agonist | NTR1 agonist cell count 20 µM | KOR beta-arrestin-2
COc1ccc(Oc2ccc(-c3ccn[nH]3)cc2)cc1 | -4% | i | 25 | 0.2% | -10% | 0.3% | 4% | -26% | 0.6 | 48 | 0.5%
COc1ccc(/C=C(\NC(=O)c2ccc(OC)cc2)C(=O)Nc2ccc(C(=O)O)cc2)cc1 | -1% | i | 19 | 0.1% | -3% | -0.2% | -11% | -19% | 1.3 | 45 | 1.5%
O=c1nc(Nc2ccccc2)oc2ccccc12 | 1% | i | 48 | -0.5% | 47% | 0.3% | 6% | 13% | 0.3 | 40 | -0.9%

(listing goes on)
SMILES	GPR55 LPI antagonism	T cell HTS	T cell HTS vesicle-bound %	West Nile antiviral	GPR35 arrestin U2OS	GPR55 beta-arrestin	Salmonella PhoP GFP	KOR beta-arrestin-1	NTR1 agonist	NTR1 agonist cell count 20 µM	KOR beta-arrestin-2
O=C(O)c1c(-c2ccccc2)oc2ccc(O)cc12	19%	i	42	0.5%	10%	0.3%	1%	0%	-1.0	108	-1.8%
CCOC(=O)Cn1c(=O)c2c(nc3n2CCS3)n(C)c1=O	-6%	i	8	1.4%	-10%	-0.2%	3%	-8%	-1.1	96	-0.7%
O=C(O)c1ccc(-c2ccccc2Cl)o1	·	i	35	0.3%	·	·	-22%	·	0.8	85	·
CCOC(=O)/C(C#N)=C/c1c(Oc2cc(C)cc(C)c2)nc2ccccn2c1=O	4%	i	35	-1.0%	9%	0.2%	-3%	-19%	1.4	74	2.1%
Cc1cc(C)c(NC(N)=S)c(C)c1	-4%	i	32	0.2%	-1%	-0.1%	7%	12%	1.4	41	0.6%
O=C(c1ccc(S(=O)(=O)c2cccc(Cl)c2)c([N+](=O)[O-])c1)N1CCN(Cc2ccccc2)CC1	-1%	i	3	?	1%	0.5%	5%	16%	6.5	70	0.3%
Cc1ccc(/C=N/N=C/c2ccc(C)cc2)cc1	-2%	i	50	0.5%	-1%	0.1%	-2%	10%	0.1	60	7.6%
O=C(NCCCN1CCCC1=O)c1c(O)nc2ccccn2c1=O	5%	i	16	0.6%	2%	-0.1%	-14%	-22%	0.5	56	-4.4%
CCC(C)NC(=O)Cn1c(=O)n(CCCC(=O)NCc2ccccc2Cl)c(=O)c2ccccc21 (stereo unspecified)	0%	i	13	-1.0%	4%	-0.1%	7%	0%	1.4	92	-3.0%
CCN(c1ccc(OCC(=O)OCC(=O)c2c(N)n(C)c(=O)n(C)c2=O)cc1)S(=O)(=O)c1ccccc1	13%	i	21	0.0%	-7%	0.0%	4%	8%	5.0	57	3.6%
COc1ccc(OC)c(CN2CCN(C(=O)c3ccco3)CC2)c1	4%	i	59	-0.9%	1%	0.4%	-1%	11%	0.0	80	0.3%
Cc1noc(/C=C/c2ccco2)c1S(=O)(=O)N1CCC(C(=O)N2c3ccccc3CC2C)CC1 (stereo unspecified)	25%	i	54	·	-1%	1.8%	11%	9%	2.1	71	-4.5%
Cc1cccc2cc(CN(Cc3cccs3)C(=S)NCC3CCCO3)c(=O)[nH]c12 (stereo unspecified)	1%	i	23	-0.8%	-5%	-0.2%	-7%	-62%	1.1	41	-1.6%
COc1ccc(-c2nn(-c3ccccc3)cc2CN2CCCO2)c(F)c1	-7%	i	57	-0.7%	-6%	0.1%	8%	-16%	-0.9	63	-4.0%
COC(=O)C1=C(C)NC2=C(C(=O)C(C(=O)OC)C(c3ccc(OC)cc3)C2)C1c1ccccn1 (stereo unspecified)	16%	i	45	-0.1%	6%	0.0%	4%	15%	-3.3	96	3.8%

3 compounds out of the list above, arranged by the number in Salmonella PhoP GFP, highest first.
molecule | Salmonella PhoP GFP
Cc1noc(/C=C/c2ccco2)c1S(=O)(=O)N1CCC(C(=O)N2c3ccccc3CC2C)CC1 (stereo unspecified) | 11%
COC(=O)C1=C(C)NC2=C(C(=O)C(C(=O)OC)C(c3ccc(OC)cc3)C2)C1c1ccccn1 (stereo unspecified) | 4%
O=C(O)c1ccc(-c2ccccc2Cl)o1 | -22%

Shown field by field: two of the compounds above.
Cn1cnnc1SCC(=O)Nc1ccc(F)cc1F
- GPR55 LPI antagonism: 7%
- T cell HTS: i
- T cell HTS vesicle-bound %: 41
- West Nile antiviral: 0.2%
- GPR35 arrestin U2OS: 7%
- GPR55 beta-arrestin: 0.3%
- Salmonella PhoP GFP: 0%
- KOR beta-arrestin-1: -16%
- NTR1 agonist: -0.8
- NTR1 agonist cell count 20 µM: 31
- KOR beta-arrestin-2: -4.4%

COc1ccc(C2CC(c3ccc4ccccc4c3)=NN2C(=O)CN2CCC(C(N)=O)CC2)cc1 (stereo unspecified)
- GPR55 LPI antagonism: 7%
- T cell HTS: i
- T cell HTS vesicle-bound %: 53
- West Nile antiviral: -0.9%
- GPR35 arrestin U2OS: 4%
- GPR55 beta-arrestin: 0.1%
- Salmonella PhoP GFP: -8%
- KOR beta-arrestin-1: -17%
- NTR1 agonist: 2.9
- NTR1 agonist cell count 20 µM: 80
- KOR beta-arrestin-2: 16%

High-throughput results as filed in PubChem BioAssay.
